Screening data deposited in PubChem by Sanford-Burnham Center for Chemical Genomics.
MKP-3 inhibition = MKP-3 phosphatase inhibitors, primary screen, biochemical, rat enzyme, in vitro (AID 425); recombinant MKP-3 phosphatase activity, fluorescence; higher % means a stronger effect; inhibition, % at 20 µM; hits with a dose series show IC50 in µM; 0.17% of 110,000 active; in the data active = inhibition above about 50%;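 also: plate controls were vehicle for no effect and reference inhibitor for full effect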
Hsp70 inhibitors = Hsp70 inhibitors, probe displacement, primary screen, biochemical, fluorescence polarization (AID 583); Hsp70 fluorescence polarization probe displacement, mP; higher % means a stronger effect; displacement, % at 20 µM; hits with a dose series show IC50 in µM; 0.06% of 140,000 active; in the data active = displacement above about 50%;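 also: plate controls were vehicle for no effect and reference ligand for full effect; a part of the inactive calls stands beside numbers as strong as those of hits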
Numbers without * were called inactive; . = not tested or not shown; & = joins results of further samples.

1. CCOc1ccc(NC(=S)NC(NC(=O)C(c2ccccc2)c2ccccc2)C(Cl)(Cl)Cl)cc1 (stereo not given)
2. Cc1ccnc(SCC(=O)O)n1
3. CN(Cc1ccccc1)c1nc2c(c(=O)[nH]c(=O)n2C)n1CCOc1ccccc1
4. COc1ccc(S(=O)(=O)N2CCN(Cc3cccc(OC)c3)CC2)cc1
5. Nc1nc(NC(=O)Cc2ccccc2)nn1-c1ccccc1
6. COc1cccc(NC(=S)NC(=O)c2cccs2)c1
7. CCn1ncc(CN2CCN(C(=O)Nc3ccccc3C(=O)OC)CC2)c1C
8. CCOC(=O)C1=C(C)NC(=S)NC1c1cc([N+](=O)[O-])ccc1O (stereo not given)

| compound no. | 1 | 2 | 3 | 4 | 5 | 6 | 7 | 8 |
| --- | --- | --- | --- | --- | --- | --- | --- | --- |
| MKP-3 inhibition | 2% | 0% | -6% | -3% | 1% | 2% | -3% | 2% |
| Hsp70 inhibitors | -0.9% | 0.6% | 1.4% | 1.5% | 2.3% | 7.1% | -1.2% | -0.3% |

9. Cc1ccc(NC(=O)c2cccc(F)c2)cc1Cl
10. C(=N\Nc1nc(N2CCOCC2)nc(N2CCOCC2)n1)/c1ccccc1
11. O=C(NCc1ccccc1)c1ccncc1
12. CCCSc1nsc(SCCC)c1C#N
13. O=[N+]([O-])c1cc(-c2nnc(-c3ccc(Cl)c([N+](=O)[O-])c3)o2)ccc1Cl
14. COC(=O)C(Cc1cncn1COCc1ccccc1)NC(=O)OC(C)(C)C (stereo not given)
15. CC1(C)CC(=O)C=C(NCCCN2CCCC2=O)C1
16. CCOc1cccc(NC(=O)C2CC(=O)N(C)C(=Nc3cccc(F)c3)S2)c1 (stereo not given)

| compound no. | 9 | 10 | 11 | 12 | 13 | 14 | 15 | 16 |
| --- | --- | --- | --- | --- | --- | --- | --- | --- |
| MKP-3 inhibition | -5% | 0% | 1% | 1% | 4% | -9% | . | 4% |
| Hsp70 inhibitors | 5.4% | 1.5% | 1.1% | -1.3%&-2.0% | 1.9% | 0.4% | 2.0% | . |

17. O=C(O)c1cc2n(n1)C(C(F)(F)F)CC(c1ccco1)N2 (stereo not given)
18. CC(=O)c1cc(Cc2csc(C(C)=O)c2)cs1
19. O=C(CN1C(=O)NC2(CCCC2)C1=O)Nc1nc(-c2ccc(F)cc2)cs1
20. Cn1c(=O)cc(SCC(=O)NCCCN2CCOCC2)c2ccc(Cl)cc21
21. Clc1ccc(-c2noc(-c3ccc(Br)cc3)n2)cc1
22. O=c1/c(=C/c2cccc(OCCOc3ccc(Br)cc3)c2)sc2nc3ccccc3n12
23. O=c1/c(=C/c2ccccn2)sc2nc3ccccc3n12
24. COc1ccc(C)cc1S(=O)(=O)Nc1cccc(Cl)c1

| compound no. | 17 | 18 | 19 | 20 | 21 | 22 | 23 | 24 |
| --- | --- | --- | --- | --- | --- | --- | --- | --- |
| MKP-3 inhibition | 0% | 4%&0% | -3% | -2% | -2% | -1% | 10%&17% | -8% |
| Hsp70 inhibitors | . | -6.7%&2.0% | 3.6% | 7.4% | -3.3% | 6.0% | 8.9%&13% | . |

25. O=C(N/C(=C/c1cccc(Br)c1)C(=O)N1CCCCCC1)c1ccccc1
26. CC(C)(C)C(=O)Nc1sc2c(c1-c1nc3ccccc3[nH]1)CCCC2
27. COc1cc(Cl)c(C)cc1NC(=O)COC(=O)/C=C/c1c(C)nn(C2CCS(=O)(=O)C2)c1Cl (stereo not given)
28. CCC(c1nnnn1C1CCCC1)N1CCN(c2ccccc2F)CC1 (stereo not given)
29. Cn1c(=O)[nH]c2sc3c(c2c1=O)CC(C)(C)OC3
30. O=C(NCc1cccnc1)c1c[nH]c2cc3c(cc2c1=O)OCCO3
31. COC(=O)Nc1ccc2c(c1)N(C(=O)CCN1CCOCC1)c1ccccc1S2
32. Cc1cc(C=C(C#N)C#N)c(C)n1-c1cccc(Cl)c1

| compound no. | 25 | 26 | 27 | 28 | 29 | 30 | 31 | 32 |
| --- | --- | --- | --- | --- | --- | --- | --- | --- |
| MKP-3 inhibition | 3% | . | . | -7% | . | 5% | -8% | 3% |
| Hsp70 inhibitors | 2.4% | 1.5% | -0.9% | -0.9% | -1.8% | -1.4% | 1.1% | 0.8% |

33. CCN1CCN(C(c2ccccc2)c2sc3nc(C)nn3c2O)CC1 (stereo not given)
34. CSc1ccc(S(=O)(=O)N(CC(=O)Nc2c(C)cccc2C)c2ccc(C)cc2)cc1
35. COc1cccc(CN2CCN(Cc3ccccn3)CC2)c1
36. Cc1cc(C)cc(NC(=O)c2ccc(F)cc2)c1
37. CCOC(=O)c1c(NC(=O)COc2ccccc2C)sc(C(=O)Nc2ccccc2F)c1C
38. COc1ccc(-c2csc(/C(C#N)=C/c3ccc(C)o3)n2)cc1OC
39. Cc1ccc(C(C)C)c(OCC(=O)N/N=C/c2ccc(C(=O)O)cc2)c1
40. O=C(c1ccco1)N1CCN(C2CCC(c3ccccc3)CC2)CC1 (stereo not given)

| compound no. | 33 | 34 | 35 | 36 | 37 | 38 | 39 | 40 |
| --- | --- | --- | --- | --- | --- | --- | --- | --- |
| MKP-3 inhibition | 0% | 0% | 1% | 5% | 0% | 5% | 1% | 0% |
| Hsp70 inhibitors | 8.5% | 0.8% | 2.8% | -1.5% | -0.2% | -4.4% | 7.1% | 0.7% |

41. CCOc1ccc(C=NC23CN4CN(CN(C4)C2)C3)cc1
42. Cc1cc(NC(=O)c2ccc(Cl)cc2Cl)no1
43. COC(=O)CSc1nsc(SCC(=O)OC)n1
44. Cn1c(=O)c2c(nc3sccn32)n(C)c1=O
45. COc1cccc(Nc2nnc(SCn3nnc4ccccc4c3=O)s2)c1
46. O=C(Cc1ccc(S(=O)(=O)N2CCCC2)s1)N1CCOCC1
47. COc1ccccc1C(O)(C(=O)Nc1ccccn1)c1ccccc1OC
48. Cn1c(C(=O)Nc2ccccc2)cc2sccc21

| compound no. | 41 | 42 | 43 | 44 | 45 | 46 | 47 | 48 |
| --- | --- | --- | --- | --- | --- | --- | --- | --- |
| MKP-3 inhibition | -9% | 0% | 6% | 0% | -6% | -10% | 2% | . |
| Hsp70 inhibitors | . | -3.7% | -2.1% | 1.9% | 1.7% | 4.5% | -4.4% | -2.5% |

Arranged by count of non-hydrogen atoms (smallest number first): three of the compounds above
43. COC(=O)CSc1nsc(SCC(=O)OC)n1
46. O=C(Cc1ccc(S(=O)(=O)N2CCCC2)s1)N1CCOCC1
47. COc1ccccc1C(O)(C(=O)Nc1ccccn1)c1ccccc1OC

| compound no. | 43 | 46 | 47 |
| --- | --- | --- | --- |
| MKP-3 inhibition | 6% | -10% | 2% |
| Hsp70 inhibitors | -2.1% | 4.5% | -4.4% |

6 entries from above, with the structure last:
no. | MKP-3 inhibition | Hsp70 inhibitors | Structure
42 | 0% | -3.7% | Cc1cc(NC(=O)c2ccc(Cl)cc2Cl)no1
43 | 6% | -2.1% | COC(=O)CSc1nsc(SCC(=O)OC)n1
44 | 0% | 1.9% | Cn1c(=O)c2c(nc3sccn32)n(C)c1=O
45 | -6% | 1.7% | COc1cccc(Nc2nnc(SCn3nnc4ccccc4c3=O)s2)c1
46 | -10% | 4.5% | O=C(Cc1ccc(S(=O)(=O)N2CCCC2)s1)N1CCOCC1
47 | 2% | -4.4% | COc1ccccc1C(O)(C(=O)Nc1ccccn1)c1ccccc1OC

Carrying on.
49. Cc1cccc(OCC(=O)Nc2cc(C)ccc2O)c1
50. COc1cc(Cl)cc(C2NC(=O)NC(C)=C2C(C)=O)c1OCC(=O)O (stereo not given)
51. O=C1NC(=O)N(c2ccc(Br)cc2)C(=O)/C1=C\c1ccc(-c2ccccc2[N+](=O)[O-])o1
52. CCOc1ccc(N(CC(=O)Nc2ccc(C(C)C)cc2)S(C)(=O)=O)cc1
53. C[n+]1ccn2c3c(c4cc(C5CCCCC5)ccc42)CCCc31
54. CCOC(=O)c1ccc(NC2=C(N3CCCCC3)C(=O)c3ccccc3C2=O)cc1
55. Cn1c(=NCC(O)COc2ccccc2)sc2ccccc21 (stereo not given)
56. CC1(C)Cc2c(cnn2-c2ccccc2)C(=O)/C1=N\NC(=O)c1ccccc1

| compound no. | 49 | 50 | 51 | 52 | 53 | 54 | 55 | 56 |
| --- | --- | --- | --- | --- | --- | --- | --- | --- |
| MKP-3 inhibition | 7% | . | 11% | 2% | 10% | 2% | -6% | . |
| Hsp70 inhibitors | -0.6% | 0.9% | 2.4% | -1.2% | 9.2% | -4.1% | 2.0% | -2.6% |

57. CS(=O)(=O)N(Cc1ccccc1)c1ccc(C(=O)N2CCOCC2)cc1
58. COc1cc(NS(=O)(=O)N2CCCC2)cc(OC)c1OC
59. CCN(CC(=O)NC(=O)NCc1ccco1)Cc1nc2ccccc2c(=O)[nH]1
60. O=C(O)/C(=C\c1ccc(Cl)cc1)NC(=O)c1ccco1
61. COc1cccc2cc(C(=O)C3=C(O)C(=O)N(CCCN4CCOCC4)C3c3ccncc3)oc12 (stereo not given)
62. O=C(CSc1ccc2c(c1)OCCO2)Nc1ccc(Cl)cn1
63. Cc1ccc(NS(=O)(=O)c2cccc3c2C(=O)c2ccccc2C3=O)cc1C
64. COC(=O)CSc1nc(C)c(Oc2ccccc2)c(=O)[nH]1
65. Cc1ccc(S(=O)(=O)NCCOc2nc(N(C)C)nc(N3CCOCC3)n2)cc1
66. N#Cc1nc(-c2ccco2)oc1NCCc1ccccc1
67. CCOC(=O)c1cc2c(=O)n3cccc(C)c3nc2n(C)c1=N

| compound no. | 57 | 58 | 59 | 60 | 61 | 62 | 63 | 64 | 65 | 66 | 67 |
| --- | --- | --- | --- | --- | --- | --- | --- | --- | --- | --- | --- |
| MKP-3 inhibition | -5%&1% | -7% | -3% | 4% | -7% | 4% | -1% | -5% | . | -6% | 1% |
| Hsp70 inhibitors | 0.6%&-4.7% | -1.3% | -2.4% | 2.4% | 3.5% | 1.5% | 0.4% | 3.3% | -4.0% | 4.2% | -0.5% |

Part of the list above, reformatted:
nr	molecule	MKP-3 inhibition	Hsp70 inhibitors
61	COc1cccc2cc(C(=O)C3=C(O)C(=O)N(CCCN4CCOCC4)C3c3ccncc3)oc12 (stereo not given)	-7%	3.5%
62	O=C(CSc1ccc2c(c1)OCCO2)Nc1ccc(Cl)cn1	4%	1.5%
63	Cc1ccc(NS(=O)(=O)c2cccc3c2C(=O)c2ccccc2C3=O)cc1C	-1%	0.4%
64	COC(=O)CSc1nc(C)c(Oc2ccccc2)c(=O)[nH]1	-5%	3.3%

Only part of the results is shown; rates above refer to the full screens.
